# Source: PubChem (National Center for Advancing Translational Sciences (NCATS))
# PI5P4K alpha inh: qHTS for Inhibitors of phosphatidylinositol 5-phosphate 4-kinase (PI5P4K); PI5P4Kalpha enzyme, ADP-Glo luminescence, 60 min; hits give low values; max response, %; actives 1.2% (n = 330,000); AID 652105, 2013; active = max response of -50% or lower; inconclusive = between -30% and -50%; inactive = -30% or higher; also: value at the top dose of about 77 µM; % is scaled to controls: 0 for no effect and ±100 for the full control effect
# Target sequence (P48426 whole entry, looked up): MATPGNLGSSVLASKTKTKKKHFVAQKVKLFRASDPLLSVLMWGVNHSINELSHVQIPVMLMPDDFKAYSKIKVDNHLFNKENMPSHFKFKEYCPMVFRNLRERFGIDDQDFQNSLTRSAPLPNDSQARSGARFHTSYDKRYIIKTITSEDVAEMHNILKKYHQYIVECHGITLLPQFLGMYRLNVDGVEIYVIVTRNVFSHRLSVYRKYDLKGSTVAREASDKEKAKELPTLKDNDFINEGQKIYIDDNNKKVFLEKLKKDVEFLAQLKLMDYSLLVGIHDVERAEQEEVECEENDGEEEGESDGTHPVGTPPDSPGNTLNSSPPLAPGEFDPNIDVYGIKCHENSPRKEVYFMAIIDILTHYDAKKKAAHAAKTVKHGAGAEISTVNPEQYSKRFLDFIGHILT
#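 Controls without substrate or without enzyme flank wells where PI5P4Kalpha converts substrate using 5 microM ATP (final). Incubation lasts 60 minutes at room temperature; ADP formed is read by ADP-Glo luminescence.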
# EPAC1 antagonist: qHTS for Antagonist of cAMP-regulated guanine nucleotide exchange factor 3 (EPAC1): primary screen | EPAC1 GEF assay, Rap1b-BODIPY-GDP exchange fluorescence | Potency, µM (titrated, usually from 115 µM), inactives show at the highest dose activity change, negative = inhibition, actives largely listed as inhibitors | actives 0.14% (n = 360,000);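 also: potency is read from the fitted curve at half-maximal effect; plate controls were vehicle for no effect and positive control for full effect; nearly all actives have a fitted effect of over 50% in size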
# PLK1 PBD block: qHTS for Inhibitors of PLK1-PDB (polo-like kinase 1 - polo-box domain): Primary Screen; Serine/threonine-protein kinase PLK1 (Homo sapiens), P53350; Plk1 PBD binding of FITC phosphopeptide, fluorescence polarization; Potency, µM, inactives show max response, negative = inhibition, hits mostly inhibitors; actives 2.8% (n = 360,000); also: potency is read from the fitted curve at half-maximal effect; series mostly up to about 57 µM; % is scaled to controls: 0 for no effect and ±100 for the full control effect; nearly all actives have a fitted effect of over 65% in size
# GLP-1R inv ag: qHTS of GLP-1 Receptor Inverse Agonists (Inhibition Mode) | Glucagon-like peptide 1 receptor (Homo sapiens), P43220 | HEK293 GLP-1R CRE-luciferase, luminescence, 24 h; GLP-1R form is constitutively active | Potency, µM (highest dose often 38.3 µM), inactives show at the highest dose activity change, negative = inhibition, usual class: inhibitors | actives 1.6% (n = 410,000) | AID 624417, 2012; also: potency is read from the fitted curve at half-maximal effect; % is scaled to controls: 0 for no effect and ±100 for the full control effect; nearly all actives have a fitted effect of over 55% in size
# Target sequence (P43220 whole entry, looked up): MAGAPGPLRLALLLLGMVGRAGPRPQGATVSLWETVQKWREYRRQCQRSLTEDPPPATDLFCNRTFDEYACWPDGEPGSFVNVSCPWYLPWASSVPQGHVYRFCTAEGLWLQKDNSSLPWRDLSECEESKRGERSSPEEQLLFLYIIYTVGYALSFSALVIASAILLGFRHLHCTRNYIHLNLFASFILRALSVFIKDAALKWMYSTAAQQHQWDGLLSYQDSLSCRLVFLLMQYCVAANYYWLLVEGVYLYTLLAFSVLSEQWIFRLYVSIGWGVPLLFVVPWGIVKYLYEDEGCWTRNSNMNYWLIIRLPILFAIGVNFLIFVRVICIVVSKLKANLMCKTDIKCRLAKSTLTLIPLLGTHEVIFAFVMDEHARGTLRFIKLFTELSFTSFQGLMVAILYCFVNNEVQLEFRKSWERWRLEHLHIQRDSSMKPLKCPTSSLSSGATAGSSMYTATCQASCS
#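 Luminescence readout: a drop in cAMP-driven luciferase signal flags inverse agonism at a constitutively active GLP-1R stably expressed in HEK293. Compound exposure lasted 24 hr at 37 deg C, 5% CO2.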
# GLP1R cytotox: qHTS of GLP-1 Receptor Inverse Agonists: Cytotox Screen. actives 0.13% (n = 410,000). Potency, µM (doses to about 38.3 µM), for the others: at the top dose activity change, negative = inhibition, actives largely listed as inhibitors. AID 624418, 2012. HEK293 cAMP-luciferase reporter cells, luminescence, 24 h;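 also: loss of luciferase light is scored as toxicity; potency is read from the fitted curve at half-maximal effect; % is scaled to controls: 0 for no effect and ±100 for the full control effect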
#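 A 23 nL compound transfer followed 12 hours of cell culture at 37 deg C; exposure then lasted 24 hr. Luciferase assay detection reagent was dispensed and plates read for luminescence after a 12 min room-temperature wait.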
# EPAC1 ag: qHTS for Agonist of cAMP-regulated guanine nucleotide exchange factor 3 (EPAC1): primary screen; actives 0.073% (n = 360,000); AID 720707, 2013; Potency, µM (highest dose often 154 µM), for inactives: at the top dose activation, most hits filed as activators; Rap guanine nucleotide exchange factor 3 (Homo sapiens), O95398; EPAC1 agonist qHTS, biochemical assay; response scale: 100% = response to 6.5 mM cAMP; also: potency is read from the fitted curve at half-maximal effect; nearly all actives have a fitted effect of over 60% in size
#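 Fluorescent GDP-exchange assay: 100 nM EPAC1 with 250 nM Rap1B preloaded with BODIPY-GDP and 50 uM GDP; compounds tested as concentration series, 5 min at room temperature, then read every 5 min for 30 min (ex 480/em 540 nm); normalized to 6.5 mM cAMP.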
# IL-2 act: qHTS of IL-2 Activators. IL-2 activation reporter assay, cell-based qHTS; stimulated with anti-CD3/CD4/CD28 beads; in transgenic mouse T cells. activation, % (series mostly up to about 46 µM). actives 0.065% (n = 360,000); in the data active = activation above about 50%; inconclusive = mostly about 30% to 49%; also: 0% is about no effect
#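 Screening format: compound pinned onto unstimulated transgenic mouse T cells, 60 min incubation, then anti-CD3/anti-CD4/anti-CD28 bead stimulation for 18 hours at 37 degrees C, followed by EGFP and DsRed detection.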
# PTHR1 agonist: qHTS for PTHR1 Agonists: Primary Screen; Parathyroid hormone/parathyroid hormone-related peptide receptor (Homo sapiens), Q03431; HEK293 GP2 PTHR1 cells, GloSensor cAMP luminescence, 1 h; Potency, µM (highest dose often 115 µM), without a hit: at the top dose activation, usual class: activators; actives 0.075% (n = 410,000); AID 743266, 2014; also: potency is read from the fitted curve at half-maximal effect; nearly all actives have a fitted effect of over 55% in size; some results filed as inactive show a strong effect at the top dose; inactives centre near -15; many of its hits are not listed in these tables
#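 HEK-293-derived GP2 cells expressing PTHR1 and a GloSensor cAMP reporter, 3,000/well, plated overnight, given luciferin plus IBMX (each 0.5 mM as added) for 1 h at 37 °C, then compound for 1 h at 37 °C. Luminescence was read after 15 min at room temperature.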
# GLP-1R agonist: qHTS of GLP-1 Receptor Agonists | Glucagon-like peptide 1 receptor (Homo sapiens), P43220 | HEK293 GLP-1R CRE-luciferase, luminescence, 4-6 h; cells express a hypersensitive GLP-1R form | Potency, µM (highest dose often 45.6 µM), for inactives: at the highest dose activation, most hits filed as activators | actives 0.007% (n = 380,000) | AID 624172, 2012; also: potency is read from the fitted curve at half-maximal effect; % of control where 0% means no effect
# The depositor's hits bear a star; i = inactive; u = inconclusive; x = not tested or not shown; [ ] = remark or other dose. Unless noted, calls follow the shape of the dose curve; as a rule, active = well fitted curve in the direction sought with a large enough effect; inconclusive = small, poorly fitted or top-dose-only effect, or another doubt; inactive = no such curve, though single readings can be large; an effect the other way counts as inactive or inconclusive. These rows are one share of the data; the hit share may differ from the screen's.
SMILES,PI5P4K alpha inh,EPAC1 antagonist,PLK1 PBD block,GLP-1R inv ag,GLP1R cytotox,EPAC1 ag,IL-2 act,PTHR1 agonist,GLP-1R agonist
O=c1cc2c(nn1Cc1ccc(F)cc1)-c1ccccc1CC2,10,-27%,-11%,-22%,10%,7%,-0.1,-5%,11%
COc1ccc(-c2c[n+]3c(n2-c2ccc(C)cc2)CCCCC3)cc1,-3,5%,2%,u,-28%,-18%,-5.6,-12%,-6%
COc1ccccc1C(=O)NCCC(=O)Nc1ccc(S(=O)(=O)N2C(C)CCCC2C)cc1 (stereo not given),2,-2%,4%,u,-2%,2%,0.3,-47%[inhibitor],10%
Cc1ccc(C(=O)NC(=S)Nc2ccc(-c3cc4ccccc4oc3=O)cc2)c(C)c1,-2,7%,-3%,-1%,13%,0%,0.4,-10%[57.5 µM],-5%
N#Cc1ncc(Cc2ccccc2)nc1C#N,u,3%,-7%,u,u,-9%,0.3,-24%,-7%
N#Cc1ccc(Nc2ccccc2)c(N)c1,-7,-1%,0%,0%,-13%,2%,-0.3,-6%[57.5 µM],17%
Cc1ccc(S(=O)(=O)Nc2ccccc2C(=O)N2CCCC2)cc1,-2,9%,2%,15%,0%,-4%,0.1,-29%,-4%
COCCOC(=O)C1=C(C)N(c2ccccc2)C(=S)NC1c1ccccc1C(F)(F)F (stereo not given),-1,-4%,-5%,u,-9%,-6%,-0.5,-5%,-1%
COc1ccc(OC)c(-n2c(-c3ccn[nH]3)n[nH]c2=S)c1,2,9%,-7%,8%,-15%,7%,-0.4,i,15%
COc1ccc(C2NC(=S)NC(C)=C2C(=O)c2ccccc2)cc1OC (stereo not given),-6,-13%,-12%,34%,-25%,10%,-0.7,i,20%
Cc1ccc(S(=O)(=O)N2CCN=C2SCc2ccc(Cl)c(Cl)c2)cc1,18,5%,1%,0%,-2%,9%,-0.4,i,0%
Cc1ccc(F)cc1NC(=O)COC(=O)c1ccc2ncsc2c1,-3,-23%,-17%,32%[activator],3%,8%,-0.3,i,-7%
COc1ccc(OC(C)C(=O)N2CCOCC2)cc1 (stereo not given),5,8%,-1%,19%,-2%,4%,-0.7,i,1%
COc1ccc(-c2ccc(C3C(C#N)=C(N)Oc4n[nH]c(C)c43)o2)cc1 (stereo not given),x,-15%,-4%,0%,-19%,21%,-3.3,i,16%
CN(C)c1ccc2nc3ccc(=O)cc-3sc2c1,-73*,-11%,u,u,-3%,21%,-3.2,-87%[inhibitor],-4%
CCN1CCN(C(=O)CCS(=O)(=O)c2cc3c(cc2Cl)NC(=O)CO3)CC1,-6,-8%,-13%,5%,3%,6%,-2.3,-7%,-4%
CC(C)[C@H](NC(=O)OCc1ccccc1)C(=O)OCC(=O)NC1(C#N)CCCC1,3,-3%,7%,17%,-3%,-12%,2.2,i,2%
CC(=O)c1cccc(NC(=O)CN2C(=O)C(=O)N(Cc3ccco3)C2=O)c1,-26,-11%,-22%,0%,2%,-4%,-0.2,i,1%
Cc1ccc(C(C(=O)NC2CCCCC2)N(C(=O)c2csnn2)C2CC2)o1 (stereo not given),2,13%,-2%,u,-9%,5%,1.3,0%,0%
O=C(NCCOc1ccc(F)cc1)C1CCC(=O)N(CCN2CCOCC2)C1 (stereo not given),-3,12%,-1%,9%,16%,6%,-2.7,-11%,6%
Cc1ccc(Cl)c2c1NC(=O)C2(O)CC(=O)c1ccc(F)cc1 (stereo not given),1,-16%,-3%,-3%,-11%,18%,-0.3,i,-2%
O=C(Nc1nncs1)c1ccc2c(c1)OCO2,-3,-12%,-5%,2%,0%,-3%,-0.4,-23%,-4%
CCCCC(=O)Nc1ccc(C(=O)N2CCCC(C(=O)OCC)C2)cc1 (stereo not given),x,9%,-2%,0%,-19%,-1%,-2.9,i,-7%
Cc1ccc(-n2c3c(cc(C(=O)Nc4ccccc4C(N)=O)c2=O)C(=O)CC(C)(C)C3)cc1,x,x,x,-3%,-10%,x,x,-13%,0%
Cc1cc(C(=O)NNc2ccc(F)cc2F)no1,4,-13%,0%,2.8µM*,u,-4%,1.4,i,0%
CN1CCN(C(CNS(=O)(=O)c2ccc(Br)cc2)c2ccc3c(c2)OCO3)CC1 (stereo not given),6,12%,-14%,10µM*,16%,5%,-4.8,6%,9%
O=[N+]([O-])c1cc([N+](=O)[O-])c(Oc2ccc(Br)cc2Br)cc1NN1CCCCC1,0,-6%,u,2%,25%,6%,-2.8,-14%,0%
O=[N+]([O-])c1cncc([N+](=O)[O-])c1Nc1cccc(O)c1,-11,-7%,u,32%[activator],7%,1%,-2.1,i,6%
Cc1cccc(C)c1OCCOC(=O)c1ccc(S(=O)(=O)N2CCCC2)cc1,2,8%,3%,-5%,-3%,17%,-0.3,i,-1%
CCOc1ccc(C(=O)NCC(=O)OCc2cc([N+](=O)[O-])cc3c2OCOC3)cc1OCC,-4,6%,u,10%,-3%,-14%,-1.9,i,23%
COc1ccc(NC(=O)c2cc3ccccc3cc2OC)cc1,-3,-26%,30µM*,u,4%,-1%,0.0,-17%,0%
CC/C(=N\NC(=O)CSc1ncccn1)c1ccc2c(c1)OCCO2,-12,-9%,-19%,26%,45%[activator],1%,0.0,i,2%
COc1ccc(N2CC(O)=C(c3nc(C)cs3)C2=N)cc1,x,2%,-6%,6%,4%,-3%,-0.8,i,1%
COc1ccc(OCC(=O)OCC(=O)NC2CC2)cc1,8,3%,4%,20%,3%,3%,0.0,-17%,-8%
CCOC(=O)CSc1nc2c(c(=O)[nH]c(=O)n2C)n1C/C=C(/C)Cl,x,-3%,u,18%,0%,3%,0.4,i,2%
Cc1nc2ccccn2c(=O)c1NC(=O)c1ccc2c(c1)OCO2,0,-6%,-7%,6%,3%,13%,2.7,-17%,1%
O=C(CNC(=S)N(CCCN1CCOCC1)Cc1cccs1)N1CCCC1,1,-19%,-15%,-7%,0%,16%,0.7,9%,5%
Cc1onc(-c2c(Cl)cccc2Cl)c1C(=O)N/N=C(\N)COc1ccc(Cl)cc1,2,12%,0%,0%,-19%,7%,-2.2,-2%[57.5 µM],-13%
Cc1ccccc1CN1[C@@H](Cc2ccccc2)COCCS1(=O)=O,7,-28%,-1%,u,2%,4%,-0.5,i,4%
O=C(NCc1ccco1)C1CCCN(S(=O)(=O)c2ccc(Br)cc2)C1 (stereo not given),-11,-15%,u,-28%,-10%,6%,3.7,i,5%
O=C(Nc1ccnc(-c2ccncc2)n1)c1ccccc1Cl,-1,-3%,4%,3%,-2%,-17%,0.9,-27%,-1%
CC1(C(=O)NNC(=O)c2cccc([N+](=O)[O-])c2)CC1Br (stereo not given),6,-17%,-17%,5%,-5%,8%,1.6,i,-4%
CC(C)C(C(=O)Nc1nccs1)c1ccccc1 (stereo not given),-4,6%,4%,u,-8%,-4%,0.7,-67%[inhibitor][57.5 µM],-10%
Cc1c(C#N)c2ccccc2n1CC(=O)NCc1ccccc1,-6,5%,-3%,-22%,4%,2%,-0.2,i,-10%

# Structures from the list above with four or more nitrogen atoms:
SMILES,PI5P4K alpha inh,EPAC1 antagonist,PLK1 PBD block,GLP-1R inv ag,GLP1R cytotox,EPAC1 ag,IL-2 act,PTHR1 agonist,GLP-1R agonist
N#Cc1ncc(Cc2ccccc2)nc1C#N,u,3%,-7%,u,u,-9%,0.3,-24%,-7%
COc1ccc(OC)c(-n2c(-c3ccn[nH]3)n[nH]c2=S)c1,2,9%,-7%,8%,-15%,7%,-0.4,i,15%
COc1ccc(-c2ccc(C3C(C#N)=C(N)Oc4n[nH]c(C)c43)o2)cc1 (stereo not given),x,-15%,-4%,0%,-19%,21%,-3.3,i,16%
Cc1ccc(C(C(=O)NC2CCCCC2)N(C(=O)c2csnn2)C2CC2)o1 (stereo not given),2,13%,-2%,u,-9%,5%,1.3,0%,0%
O=[N+]([O-])c1cc([N+](=O)[O-])c(Oc2ccc(Br)cc2Br)cc1NN1CCCCC1,0,-6%,u,2%,25%,6%,-2.8,-14%,0%
O=[N+]([O-])c1cncc([N+](=O)[O-])c1Nc1cccc(O)c1,-11,-7%,u,32%[activator],7%,1%,-2.1,i,6%
CC/C(=N\NC(=O)CSc1ncccn1)c1ccc2c(c1)OCCO2,-12,-9%,-19%,26%,45%[activator],1%,0.0,i,2%
CCOC(=O)CSc1nc2c(c(=O)[nH]c(=O)n2C)n1C/C=C(/C)Cl,x,-3%,u,18%,0%,3%,0.4,i,2%
O=C(CNC(=S)N(CCCN1CCOCC1)Cc1cccs1)N1CCCC1,1,-19%,-15%,-7%,0%,16%,0.7,9%,5%
Cc1onc(-c2c(Cl)cccc2Cl)c1C(=O)N/N=C(\N)COc1ccc(Cl)cc1,2,12%,0%,0%,-19%,7%,-2.2,-2%[57.5 µM],-13%
O=C(Nc1ccnc(-c2ccncc2)n1)c1ccccc1Cl,-1,-3%,4%,3%,-2%,-17%,0.9,-27%,-1%
